From PubChem
D1 potentiator – potentiators of human D1 dopamine receptor; P21728; HEK293 TREx D1 cells, calcium flux, dopamine EC20 potentiation; potentiation, % at 10 µM; 0.036% of 360,000 active; in the data active means potentiation above about 30%; further: 0% is about no effect
Target sequence (P21728 whole entry, looked up): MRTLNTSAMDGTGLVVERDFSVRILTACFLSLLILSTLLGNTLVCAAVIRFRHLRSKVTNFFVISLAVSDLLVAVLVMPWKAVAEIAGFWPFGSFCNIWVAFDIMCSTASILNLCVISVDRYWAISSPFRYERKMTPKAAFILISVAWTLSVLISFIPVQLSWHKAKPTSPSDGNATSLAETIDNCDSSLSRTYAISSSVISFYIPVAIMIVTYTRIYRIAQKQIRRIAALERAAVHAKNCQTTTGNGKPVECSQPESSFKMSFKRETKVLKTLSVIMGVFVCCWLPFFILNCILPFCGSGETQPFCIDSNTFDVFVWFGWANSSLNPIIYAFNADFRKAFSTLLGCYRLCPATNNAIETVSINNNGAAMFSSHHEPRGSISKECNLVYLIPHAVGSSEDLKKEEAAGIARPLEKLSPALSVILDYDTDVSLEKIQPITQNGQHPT
TRHR PAM – allosteric enhancers of human TRH receptor. AID 493056. P34981. enhancement, % at 2 µM. TRHR cells, fluo-8 calcium fluorescence, EC20 TRH enhancement. 0.66% of 360,000 active; in the data active means enhancement above about 30%; further: 0% is about no effect
Target sequence (P34981 whole entry, looked up): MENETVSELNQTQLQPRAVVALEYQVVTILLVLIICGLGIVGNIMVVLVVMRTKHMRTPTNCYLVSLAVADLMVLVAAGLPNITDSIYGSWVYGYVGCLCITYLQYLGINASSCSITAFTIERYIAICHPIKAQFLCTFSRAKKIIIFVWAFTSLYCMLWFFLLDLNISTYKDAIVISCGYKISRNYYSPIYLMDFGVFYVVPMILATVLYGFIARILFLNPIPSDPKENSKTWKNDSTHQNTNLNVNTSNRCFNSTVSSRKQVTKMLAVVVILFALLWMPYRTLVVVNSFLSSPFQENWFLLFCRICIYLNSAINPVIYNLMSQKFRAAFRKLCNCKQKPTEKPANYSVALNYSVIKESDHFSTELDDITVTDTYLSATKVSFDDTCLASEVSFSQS
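TRHR-expressing cells loaded with fluo-8 calcium dye were read kinetically (ex 480/em 530) during compound addition, then stimulated with an EC20 of TRH (10 nM final). Enhancement of the Gq-mediated intracellular calcium response was scored.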
D2 potentiator – D2 dopamine receptor (human) potentiation; P14416; 0.34% of 340,000 active; HEK293 T-REx D2, calcium flux, EC20 dopamine potentiation; potentiation, % at 10 µM;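 active means potentiation over 3 SD above the plate norm, cut at about 30% in these data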; further: 0% is about no effect
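Tetracycline-induced HEK293 T-REx cells force-coupled to calcium signalling expressed D2; compounds were pin-added after a 10 s baseline, read kinetically 180 s, then an EC20 dopamine challenge followed with a further 180 s calcium read.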
D2 antagonist – antagonists of human D2 dopamine receptor; HEK293 TREx D2 cells, calcium flux, dopamine EC80; AID 485344; inhibition, % at 10 µM; 2% of 340,000 active; in the data active means inhibition above about 30%; further: 0% is about no effect
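Tetracycline-induced HEK293 T-REx cells expressing D2 force-coupled to calcium signalling were dye-loaded, exposed to compound for 180 s, then challenged with an EC80 of dopamine; calcium flux was followed kinetically for a further 180 s.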
D1 ag – activates the human D1 dopamine receptor | P21728 | HEK293 T-REx D1 cells, calcium flux, agonist mode | activation, % at 2 µM | 1% of 360,000 active | AID 504660; further: 0% is about no effect
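Agonism was scored from calcium flux recorded over 180 s (1 read/s) after pintool compound addition, following a 10-cycle baseline. Cells were inducible force-coupled HEK293 TREx D1, plated overnight at 30 C and loaded with no-wash calcium dye.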
D2 agonist – D2 dopamine receptor (human) agonism; P14416; HEK293 T-REx D2 cells, calcium flux agonist mode; activation, % at 2 µM; 0.53% of 340,000 active;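 active means activation over 3 SD above normal in the single-dose calcium agonist read, cut at about 30% in these data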; further: 0% is about no effect
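HEK293 Trex D2 cells, tetracycline-induced, o/n 30 C 5% CO2; no-wash Ca dye, RT 30–90 min; 10-cycle baseline, 23 nl cpd added, kinetic Ca read 180 s; agonist hits = positive Ca response.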
D1 antag – antagonists of human D1 dopamine receptor | HEK293 TREx D1 cells, calcium flux, dopamine EC80; hits give low values | activity change, negative = inhibition, % at 10 µM | 3.2% of 360,000 active; in the data active means activity change below about -30%; further: on the % scale 0 is the no-effect control and ±100 the full control effect
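Using tetracycline-induced force-coupled D1 Hek293 cells and a calcium dye, signals were followed for 180 s after compound, then for 180 s after EC80 dopamine, to detect inhibitors.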
TRHR ag – activates the human TRH receptor. P34981. TRHR cells, calcium flux fluo-8, FDSS agonist mode. activation, % at 2 µM. 0.18% of 360,000 active. AID 493084; further: 0% is about no effect
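Fluo-8-loaded TRHR cells; 10 s baseline, compound added, kinetic Ca2+ fluorescence read 1/s, agonist mode.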
RXFP1 antag – antagonists of human relaxin receptor RXFP1 | Q9HBX9 | AID 1259400 | activity change, negative = inhibition, % at 57.5 µM | 0.59% of 350,000 active | HEK293-RXFP1, relaxin-stimulated cAMP HTRF, 30 min; hits give low values;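 active means activity change of -60% or lower, but not beyond a set lower limit; inconclusive means change between -60% and -40%, or beyond the set limit; inactive means change above -40%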; further: on the % scale 0 is the no-effect control and ±100 the full control effect
Active calls of the source: *; ? = inconclusive; . = not tested or not shown; & = joins results of further samples. Unless noted, no stated cut-off is given here; in the data, active means activation above about 30%; inactive means the rest.

A first look:
SMILES	D1 potentiator	TRHR PAM	D2 potentiator	D2 antagonist	D1 ag	D2 agonist	D1 antag	TRHR ag	RXFP1 antag
C=CCN(CC=C)C(=O)Nc1cc(OC)ccc1OC	-10	-8	8	12	0	-0.2	-6	-1.6	-22
O=c1c2c3c(sc2n(CCN2CCCC2)c(=O)n1Cc1ccco1)CCCCC3	-6	-4	-10	-14	4	-0.3	13	-0.3	-12
O=C(NCCC1=CCCCC1)C1CCC(CNc2c(N3CCCC3)c(=O)c2=O)CC1 (configuration not stated)	-13	5	2	3	0	-0.4	-9	-0.1	6
CCN(CC)c1ccc(NC(=O)C2CCCN(S(=O)(=O)c3ccc4c(c3)oc(=O)n4C)C2)c(C)c1 (configuration not stated)	-2	-4	8	.	1	-1.2	-24	-2.3	.

All compounds of this part, repeating the preview:
SMILES	D1 potentiator	TRHR PAM	D2 potentiator	D2 antagonist	D1 ag	D2 agonist	D1 antag	TRHR ag	RXFP1 antag
C=CCN(CC=C)C(=O)Nc1cc(OC)ccc1OC	-10	-8	8	12	0	-0.2	-6	-1.6	-22
O=c1c2c3c(sc2n(CCN2CCCC2)c(=O)n1Cc1ccco1)CCCCC3	-6	-4	-10	-14	4	-0.3	13	-0.3	-12
O=C(NCCC1=CCCCC1)C1CCC(CNc2c(N3CCCC3)c(=O)c2=O)CC1 (configuration not stated)	-13	5	2	3	0	-0.4	-9	-0.1	6
CCN(CC)c1ccc(NC(=O)C2CCCN(S(=O)(=O)c3ccc4c(c3)oc(=O)n4C)C2)c(C)c1 (configuration not stated)	-2	-4	8	.	1	-1.2	-24	-2.3	.
Fc1ccccc1NC(=S)Nc1cccc2cnccc12	0	-3	3	-3	4	5.7	2	0.3	-1
Cc1cc(N2CCN(S(=O)(=O)c3ccc(C)c(C)c3)CC2)c2ccccc2n1	-2	26	13	11	3	-1.4	7	-0.3	8
CC(C)(C)NC(=O)C1CC(=O)OC12CCCCC2 (configuration not stated)	14	-1	7	14	1	1.0	-21	0.1	-5
COc1ccc(-n2nc(C(=O)NCC(=O)NCCCN3CCOCC3)c3ccccc3c2=O)cc1	-7	3	-6	4	4	1.7	3	0.7	32
CC1(C(=O)NCc2ccccn2)C=CCN1C(=O)c1ccccc1 (configuration not stated)	-1	0	.	.	-1	.	11	0.4	.
CCOc1ccc2oc(-c3ccccc3)c(C(N)=O)c2c1	3	3	14	-4	2	1.6	2	0.5	-4
Cc1[nH]c2ccccc2c1SCC(=O)N1CCCCC1	-4	0	-6	8	2	9.2	-17	0.0	-4
Cc1[nH]c2ccccc2c1C(C[N+](=O)[O-])c1cccc(O)c1 (configuration not stated)	-12	-22	-13	-1	6	2.6	-18	0.2	8

An excerpt from above in order of the D1 ag value, largest number first.
Structure | D1 ag
COc1ccc(-n2nc(C(=O)NCC(=O)NCCCN3CCOCC3)c3ccccc3c2=O)cc1 | 4
CCOc1ccc2oc(-c3ccccc3)c(C(N)=O)c2c1 | 2
C=CCN(CC=C)C(=O)Nc1cc(OC)ccc1OC | 0

Remaining list, next part:
SMILES	D1 potentiator	TRHR PAM	D2 potentiator	D2 antagonist	D1 ag	D2 agonist	D1 antag	TRHR ag	RXFP1 antag
COc1ccccc1C(=O)NCCC(=O)NNC(=O)Cn1ccc(C(F)(F)F)n1	-6	1	-1	-9	0	0.4	-11	0.3	14
CN(CC(=O)Nc1ccc(Cl)c(C(F)(F)F)c1)C(=O)c1cccc2cccnc12	0	10	3	-7	0	0.0	3	0.0	6
Cc1ccc(CCNC(=O)C2CC(c3ccc(C(F)(F)F)cc3)=NO2)cc1 (configuration not stated)	-3	0	-11	17	8	-0.2	-3	-0.1	.
COc1ccc(C(=O)OCCNC(=O)c2c(Cl)nc3ccccn23)cc1	-11	3	0	-3	9	0.5	-21	-0.1	4
O=S(=O)(c1cccc(S(=O)(=O)N2CCOCC2)c1)N1CCCCCC1	-11	-3	-7	14	3	1.0	1	-0.4	13
Cc1ccc(CC2SC(N)=NC2=O)cc1 (configuration not stated)	-5	-8	-2	10	2	0.7	8	1.4	-3
Cc1ccc(S(=O)(=O)NCC2CCC(C(=O)NCc3ccc(F)cc3)CC2)cc1 (configuration not stated)	-1	7	-4	.	5	-1.2	-11	-1.3	-3
O=c1oc(Cl)c(Cl)c2ccccc12	0	10	3	-1	-1	1.1	10	0.4	.
Cc1ccccc1NS(=O)(=O)c1nnc(NC(=O)c2ccccc2C)s1	1&-3	7&16	4&9	0	1&2	-0.7&0.3	1&-7	-1.1&0.2	3&-5
Cc1nn(C(=O)CN2C(=O)c3ccccc3C2=O)c(C)c1Br	-3	7	4	4	4	-1.0	2	0.0	-5
CCCC1=C(C(=O)OCC)C(c2ccc(OC)c(CSc3ccccn3)c2)C(C#N)=C(N)O1 (configuration not stated)	-7	-1	3	-12	4	0.0	21	0.8	.
COc1ccc(CNC(=O)CN(Cc2ccccc2OC)C(=O)c2csnn2)cc1	-2	2	1	21	2	0.5	4	-0.3	-6
Cc1ccc2occ(CC(=O)N(Cc3ccc(C(C)C)cc3)C3CCS(=O)(=O)C3)c2c1 (configuration not stated)	11	0	-3	.	6	-0.8	8	0.4	-30
CCN(CCCNC(=O)c1cc2c(=O)n(CC)c3ccccc3c2s1)c1ccccc1	-4	1	-7	.	3	-0.7	-16	-0.2	.
CN(C)CCNC(=O)c1sc2nc(-c3ccccc3)cc(C(F)(F)F)c2c1N	-4	4	-3	-4	37*	11	3	12	-29
CCN(CC(=O)Nc1c(F)cccc1F)C(=O)CCc1nc2cc(S(=O)(=O)N3CCOCC3)ccc2n1C	1	4	1	-18	2	-0.1	5	-0.1	-6
CC(Oc1ccc(C(=O)c2ccccc2)cc1)C(=O)Nc1ccc(S(N)(=O)=O)cc1 (configuration not stated)	-1	10	14	-2	38*	15	-6	4.6	-3
CC(=O)Nc1cccc(C(=O)NCc2ccc3c(c2)CCN3C(=O)c2ccccc2)c1	-2	0	-5	.	2	-0.1	25	-0.5	-11
Cc1cc([N+](=O)[O-])ccc1NCc1ccc2c(c1)OCCO2	-2	-3	-1	14	2	-0.2	-13	-0.1	8
COc1ccc(NC(=O)C2CCCN(S(=O)(=O)c3cccs3)C2)cc1OC (configuration not stated)	-10	0	-6	-2	0	0.8	-21	-0.2	-14
Cc1cc(NCCOCCO)n2c(nc3ccccc32)c1C#N	2	-11	-6	-14	4	1.9	9	0.5	1
Cc1ccc(C(=O)Nc2c(C#N)c(C)c(C)n2Cc2ccccc2)cc1	3	3	2	-13	1	1.2	-13	-0.3	-7
CCCCCCn1c(SCCC)nc2c1c(=O)[nH]c(=O)n2C	-1	-9	12	2	11	0.9	-4	-1.0	-8
C=CCOc1ccc(/C(CC)=N/O)cc1OC	-4	8	1	-16	1	-0.3	-13	-0.2	-3
Cc1cc(C(=O)OCC(=O)N(C)c2c(N)n(Cc3ccccc3)c(=O)[nH]c2=O)c(C)n1-c1ccccc1	5	-9	5	-2	1	-2.6	9	-0.1	-7
CCOC(=O)c1c(C)n(-c2ccc(C)cc2)c2ccc(OCC(O)CNCCCO)cc12 (configuration not stated)	11	22	.	18	18	0.1	52	1.8	?
COc1ccc(-c2[nH]c(-c3ccc(C(=O)O)cc3)nc2-c2ccccc2)cc1	0	4	-5	-7	2	1.2	7	0.0	-2
CCC(C)NC(=O)c1c(C)cc(=O)oc1C (configuration not stated)	1	8	-3	-18	0	0.4	-3	0.1	-5
CCc1ccc(N2CC(C(=O)Nc3cccnc3)CC2=O)cc1 (configuration not stated)	3	5	18	-8	0	0.9	-3	0.1	-5
Cc1csc2nc(-c3cccc(NS(C)(=O)=O)c3)cn12	-2	6	-9	.	0	0.2	-7	-0.3	.
O=C(NC1CCCCC1)N1CCN(C(=O)c2ccco2)CC1	-6	2	-1	-11	2	-0.5	9	-0.8	-7
CC1c2cc3c(cc2CCN1C(=O)c1ccc(Br)cc1)OCCCO3 (configuration not stated)	-9	-8	-6	-8	1	-1.3	-47*	0.1	0
Cc1nnc2c(N3CCN(c4ccc(F)cc4)CC3)nc3ccc(C(=O)c4ccccc4)cc3n12	-1	16	-2	.	4	-1.3	-2	-0.4	-7
CC1=C(C(=O)OC(C)C)C(c2cccs2)C(C(=O)OC(C)C)=C(C)N1	-5	2	-9	-1	7	0.3	-32*	-0.6	-2
O=C(c1ccc(Br)s1)N1CCN(C/C=C/c2ccccc2)CC1	-8	-2	-24	6	5	1.0	-4	-0.5	0
Cc1ccc(CN2CCC(CNS(=O)(=O)c3ccc(-c4ccc(=O)[nH]n4)s3)CC2)cc1	1	3	-1	-6	3	1.4	1	0.7	19

Another view of some results above.
| SMILES | D1 potentiator | TRHR PAM | D2 potentiator | D2 antagonist | D1 ag | D2 agonist | D1 antag | TRHR ag | RXFP1 antag |
| --- | --- | --- | --- | --- | --- | --- | --- | --- | --- |
| Cc1csc2nc(-c3cccc(NS(C)(=O)=O)c3)cn12 | -2 | 6 | -9 | . | 0 | 0.2 | -7 | -0.3 | . |
| O=C(NC1CCCCC1)N1CCN(C(=O)c2ccco2)CC1 | -6 | 2 | -1 | -11 | 2 | -0.5 | 9 | -0.8 | -7 |

Following part
SMILES	D1 potentiator	TRHR PAM	D2 potentiator	D2 antagonist	D1 ag	D2 agonist	D1 antag	TRHR ag	RXFP1 antag
Cn1c(=O)cc(OCC(=O)NCc2cccs2)c2ccccc21	-1	-1	.	.	0	.	3	0.1	-7
CCCc1ccc(C(=O)Cn2nc(C(=O)O)c3ccccc3c2=O)cc1	-4	-2	0	-4	0	1.1	10	-0.4	-19
Cc1cc(C)n(-c2ccc(C(=O)Nc3ccc(C)c(S(=O)(=O)N(C)C)c3)cc2)n1	-1	-6	-5	9	17	0.1	-18	0.0	-35
CCCSc1nnc(Cn2c(=O)sc3ccccc32)n1C	3	4	8	-7	1	-0.4	5	0.6	.
C=C(C)c1cccc(C(C)(C)NC(=O)Nc2nnc(C(C)C)s2)c1	4	1	-5	8	5	-0.9	9	-0.1	-6
O=C(NCC(c1ccco1)N1CCCC1)c1ccc(S(=O)(=O)Nc2ccc(F)cc2)cc1 (configuration not stated)	.	5	.	.	51*	.	-21	7.1	-10
